SRC3 TRFRET art: TR-FRET artefact, counter-screen to PPARgamma/SRC-3 agonist assay | TR-FRET ratio at 8 µM | PPARgamma/SRC-3 format; active compounds read high | AID 1048 | 99,000 compounds, 0.39% hits; in the data active means TR-FRET ratio above about 2000; further: inactives centre near 1600; reference of the scale not given here
SRC1 TRFRET art: flags TR-FRET format artefacts in PPARgamma SRC-1 recruitment agonist screen; TR-FRET detection artefact counter-screen, emission ratio; active compounds read high; TR-FRET ratio at 8 µM; 99,000 compounds, 0.34% hits; in the data active means TR-FRET ratio above about 2300; further: inactives centre near 1800; reference of the scale not given here
An asterisk follows results filed as active.

SMILES | SRC3 TRFRET art | SRC1 TRFRET art
COc1ccc(/C=N/Nc2nnc(Cc3ccc(OC)c(OC)c3)c(=O)[nH]2)cc1 | 1449 | 1848
COc1ccc(/C=N/N=C(\N)c2nonc2N)cc1 | 1505 | 1726
CCN1C(C)=C(C)S/C1=C1\SC(=S)N(NC(C)=O)C1=O | 1861 | 1987
C=CCNC(=S)NNC(=O)CCC(O)COCCC(C)C (stereo unspecified) | 1573 | 1732
COc1ccc(N2CCN(CCNC(=O)CCS(=O)(=O)c3cccc4nsnc34)CC2)cc1 | 1556 | 1958
CCCCc1nc(Cl)c(C#N)c2c1CCCC2 | 1630 | 1861
Cc1cccc(OC(=O)c2sc(Cl)nc2C)c1 | 1666 | 1835
COc1ccc(NC(=O)c2cc3c(=O)n(C)c4ccccc4c3s2)cc1OC | 1377 | 1773
COc1ccc2nc(Nc3nc4ccc(NC(C)=O)cc4s3)sc2c1 | 1356 | 1548
O=C(CSc1nc2ccccc2n1-c1ccccc1)Nc1ncc(Cl)cc1Cl | 1615 | 1893
CC(C)c1nnc(NC(=O)CSc2nc3ccccc3[nH]2)s1 | 1580 | 2010
Cc1cc(C)c2cc(CN(CCO)C(=O)Nc3ccc(Cl)cc3)c(=O)[nH]c2c1 | 1589 | 2004
Cc1ccc(Cn2ncc3c(N4CCN(C)CC4)ncnc32)cc1 | 1490 | 1840
Cc1cc(C)n(CCNC(=O)CC2C(=O)NCCN2CC2CCCCC2)n1 (stereo unspecified) | 1579 | 1878
CCC(=NCc1ccc(Cl)c(Cl)c1)c1nc(-c2ccco2)oc1O | 1563 | 1914

Six entries from above in a different format:
SMILES	SRC3 TRFRET art	SRC1 TRFRET art
C=CCNC(=S)NNC(=O)CCC(O)COCCC(C)C (stereo unspecified)	1573	1732
CCC(=NCc1ccc(Cl)c(Cl)c1)c1nc(-c2ccco2)oc1O	1563	1914
Cc1cc(C)n(CCNC(=O)CC2C(=O)NCCN2CC2CCCCC2)n1 (stereo unspecified)	1579	1878
CC(C)c1nnc(NC(=O)CSc2nc3ccccc3[nH]2)s1	1580	2010
CCCCc1nc(Cl)c(C#N)c2c1CCCC2	1630	1861
COc1ccc(/C=N/Nc2nnc(Cc3ccc(OC)c(OC)c3)c(=O)[nH]2)cc1	1449	1848

Next results:
SMILES | SRC3 TRFRET art | SRC1 TRFRET art
O=C1COc2ccc(C(=O)/C=C/c3ccccc3)cc2N1 | 1604 | 1680
C#CCOCCOCCOCCNc1nc(N2CCOCC2)nc(N2CCN(C(=O)[C@H](CCC(=O)O)n3cc(C(N)[C@H](C)CC)nn3)CC2)n1 (stereo partly specified) | 1616 | 1791
COc1cc(SC)ccc1C(=O)Nc1ccc(Cl)cn1 | 1332 | 1877
CC(OC(=O)c1cc(=O)[nH]c2ccccc12)C(=O)c1ccccc1 (stereo unspecified) | 1516 | 1809
CCOC(=O)C1(Cc2ccc(OC)cc2)CCN(C(=O)c2ccoc2C)CC1 | 1566 | 2072
NS(=O)(=O)c1ccc(CNC(=O)/C=C/c2cccc(Cl)c2)cc1 | 1592 | 1766
COc1ccc(CN(C)C(C)C(=O)NC2CCCc3ccccc32)cc1 (stereo unspecified) | 1662 | 1639
Cc1nc2ccccc2n1CC(=O)OCC(=O)NCc1ccccc1 | 1533 | 1723
Cc1ccc(N(CCC(=O)O)S(=O)(=O)c2ccc(C)cc2)cc1 | 1597 | 1795
COc1ccc(S(=O)(=O)N2CCOCC2)cc1NC(=O)Cc1ccc(Cl)c(Cl)c1 | 1576 | 1680
CCCCCCCC(=O)NN=C1CCN(Cc2ccccc2)CC1 | 1700 | 1960
CCCOc1ccc(/C(O)=C2\C(=O)C(=O)N(CCCOC)C23C(=O)N(C)c2ccccc23)cc1 (stereo unspecified) | 1788 | 1830
CCOC(=O)c1[nH]c2c(c1-c1ccccc1)C(=O)CC(c1ccc(OCC)cc1)C2 (stereo unspecified) | 1600 | 1785
Cc1ccc(NC(=O)CCC(=O)NNS(=O)(=O)c2ccccc2)cc1C | 1712 | 1896
Cc1ccc(-c2ccc(CCC(=O)O)n2NC(N)=S)cc1 | 1328 | 1439

In another format: entries from further up
Values run as follows: SRC3 TRFRET art, SRC1 TRFRET art
CCCOc1ccc(/C(O)=C2\C(=O)C(=O)N(CCCOC)C23C(=O)N(C)c2ccccc23)cc1 (stereo unspecified)
  1788, 1830
O=C(CSc1nc2ccccc2n1-c1ccccc1)Nc1ncc(Cl)cc1Cl
  1615, 1893

Going on with the list.
SMILES | SRC3 TRFRET art | SRC1 TRFRET art
COc1ccccc1-n1cnc2c(c1=O)c1nc3ccccc3nc1n2-c1ccc(C)cc1 | 1606 | 1786
CC(CC(=O)Nc1cccc(Cl)c1)c1ccccc1 (stereo unspecified) | 1699 | 1877
CC(C)NC(=O)CNc1ccc(C(F)(F)F)cc1[N+](=O)[O-] | 1541 | 1831
CCOC(=O)Cc1csc(N/C(=N/S(=O)(=O)c2cc(Br)ccc2OCC)c2ccccc2)n1 | 1648 | 1809
O=C(Cn1c(=S)[nH]c2ncccc2c1=O)NCCc1ccccc1 | 1703 | 2328*
COC(=O)c1sc2ncn(CC(=O)NCCc3ccc(OC)c(OC)c3)c(=O)c2c1C | 1932 | 1730
CCOC(=O)C(NC(=O)N(C)C)(Nc1sc(C)c(CC)c1C#N)C(F)(F)F (stereo unspecified) | 1439 | 1647
COC(=O)c1ccccc1NC(=O)Nc1ccc(Cl)cn1 | 1578 | 1719
Cc1c(Cl)c([N+](=O)[O-])nn1CC(=O)NCC(C)C | 1498 | 1923
Cc1sc2nc(SCC(N)=O)n(-c3ccccc3)c(=O)c2c1C | 1531 | 1801
Cc1ccccc1-c1n[nH]c(=S)n1C | 1468 | 1657
CC(C)Cn1c(/C=N/Nc2nc3ccccc3[nH]2)nc2ccccc21 | 1636 | 1958
c1ccc(-c2ccccc2OCCCN2CCOCC2)cc1 | 1491 | 1620
O=C(COC(=O)/C=C/c1cccc(C(F)(F)F)c1)NC(c1ccccc1)c1ccccc1 | 1439 | 1828
CC1=CCC(/C=N\Nc2nnc3c(n2)[nH]c2ccccc23)CC1 (stereo unspecified) | 1594 | 1835
C/C(N)=C(/C#N)C(=O)COC(=O)c1ccc(O)cc1 | 1349 | 1691
Cc1ccccc1C(=O)OCCN1CCOCC1 | 1680 | 1598
O=C(NC1=NCCS1)c1ccc(Cl)c(S(=O)(=O)N2CCOCC2)c1 | 1736 | 2138
CCOC(=O)N1CCN(C(=O)C2CCCN(S(=O)(=O)c3ccc(F)cc3)C2)CC1 (stereo unspecified) | 1540 | 1844
COc1ccc(-c2csc(NC(=O)c3ccc(N4C(=O)CCC4=O)cc3)n2)cc1OC | 1592 | 1696
O=C(Nc1ccccc1)Nc1cccc(Cl)c1Cl | 1625 | 1636
COc1ccc(Nc2ccc(Cl)cc2)c(C(=O)O)c1 | 1690 | 1853
O=c1[nH]c2ccccc2c2ccccc12 | 1793 | 1927
COC(=O)c1ccc(NC(=O)CSc2nncc3ccc(OC)c(OC)c23)cc1 | 1466 | 1633
Cc1ccc(C2=NC3(CCCCCC3)NC2=S)cc1 | 1364 | 1813
COc1ccccc1CC(=O)Nc1cccc(F)c1 | 1590 | 1812
CCCOP(=O)(c1ccc(N(C)C)cc1)C(Nc1ccccc1)c1ccc(N(C)C)cc1 (stereo unspecified) | 1500 | 1795
COc1ccc(N2CCN(Cc3nc4scc(-c5cccs5)c4c(=O)[nH]3)CC2)cc1 | 1635 | 1934
CCOc1ccc(NC(=O)N2CCN(S(C)(=O)=O)CC2)cc1 | 1554 | 1567
CCCc1sc(N)nc1-c1ccc(Cl)cc1 | 1657 | 1876
C/C(=N\NC(=O)CSc1nc2ccccc2s1)c1ccco1 | 1452 | 1786
CCOCCn1c(N2CCN(c3ccccc3)CC2)nc2c1c(=O)n(C)c(=O)n2C | 1588 | 2002
COc1cccc(-c2cc(C(F)(F)F)nc(-n3ccc([N+](=O)[O-])n3)n2)c1 | 1527 | 1833
O=C(NC(=S)Nc1ccc(-c2nc3ncccc3o2)cc1)c1ccccc1F | 1463 | 1860
O=C1CN(C(=O)COC(=O)CNC(=O)c2ccc(Cl)cc2)c2ccccc2N1 | 1518 | 1573
COCCNC(=S)N/N=C(\C)c1cccc([N+](=O)[O-])c1 | 1636 | 1824
CCOC(=O)C1=C(C)N(C)C(=S)NC1c1cccc(Cl)c1Cl (stereo unspecified) | 1703 | 1621
Cn1cc(Br)c(C(=O)NNC(=O)c2ccccc2)n1 | 1526 | 1932
Cc1ccccc1NC(=O)C(=O)NCCc1ccccc1 | 1364 | 1655
O=C(/C=C/c1cccc([N+](=O)[O-])c1)NCCN1C(=O)S/C(=C\c2ccc(F)cc2)C1=O | 1576 | 2017
O=C(Nc1ccc(N2C(=O)c3cccc4cccc(c34)C2=O)cc1)c1ccc(N2CCCCC2)c([N+](=O)[O-])c1 | 1762 | 1710
Cc1cc2c(cc(C(=O)OC(C(=O)NCC3CCCO3)C(C)C)n2C)o1 (stereo unspecified) | 1836 | 2108
O=[N+]([O-])c1ccc(Nc2c3ccccc3nc3ccccc23)cc1 | 1448 | 1657
COc1ccccc1OCCNC(=O)c1cc(F)c(F)cc1Cl | 1428 | 1788
CSC(=NC#N)N1CCN(c2c(C)cccc2C)CC1 | 1576 | 1803

Next part (two carried over from the part before).
SMILES | SRC3 TRFRET art | SRC1 TRFRET art
COc1ccccc1OCCNC(=O)c1cc(F)c(F)cc1Cl | 1428 | 1788
CSC(=NC#N)N1CCN(c2c(C)cccc2C)CC1 | 1576 | 1803
S=c1nc(-c2ccccc2)n(CCN2CCOCC2)c2c1CCCC2 | 1522 | 1914
O=S(=O)(c1cccc2cccnc12)N1CCN(Cc2ccccc2)CC1 | 1479 | 1739
O=C(Cc1ccc(Cl)cc1)N/N=C/c1c(Cl)cccc1Cl | 1695 | 1948
Cc1ccc(CC(=O)N/N=C/c2ccc3c(c2)OCO3)cc1 | 1494 | 1803
Cc1nn(C)cc1CN(C)S(=O)(=O)c1cccc([N+](=O)[O-])c1 | 1439 | 1854
COc1cc(C(=O)O)ccc1O | 1641 | 1567
COc1ccc(NC(=O)COC(=O)/C=C/c2cnc3ccccc3n2)cc1 | 1571 | 1410
COC(=O)C/C(C)=N/Nc1ccc(S(=O)(=O)N2CCCC2)cc1[N+](=O)[O-] | 1346 | 1558
OC(CNCc1ccc(Cl)cc1)C(F)(F)F (stereo unspecified) | 1462 | 1939
O=C(Nc1ccc2c(c1)OCO2)c1cnccn1 | 1566 | 1552
O=C(COc1ccc(Br)cc1F)N1CCN(c2ncccn2)CC1 | 1374 | 1774
COc1cc(/C=N/Nc2nc(C)cc(C)n2)ccc1OC(=O)c1ccco1 | 1496 | 1796
O=C(CSc1ncnc2ccccc12)Nc1ccc(N2CCOCC2)cc1 | 1422 | 1683
COc1ccccc1NC(=S)Nc1cccc2cnccc12 | 1670 | 1871
CC1CCN(S(=O)(=O)c2ccc3c(c2)c(=O)c(C(=O)NCc2ccco2)cn3C)CC1 | 1620 | 1701
O=C(O)c1cc(N/N=C/C=C/c2ccccc2)ccc1Cl | 1632 | 1791
CCOc1ccc(C(=O)Nc2cc(-c3nc4ccccc4[nH]3)ccc2Cl)cc1[N+](=O)[O-] | 1689 | 1672
O=C(Nc1cccc2ccccc12)/C(=C\c1cccc([N+](=O)[O-])c1)NC(=O)c1cccs1 | 1626 | 1651
O=C(Nc1ccc(C(=O)O)cc1)/C(=C\c1ccc2c(c1)OCO2)NC(=O)c1ccccc1 | 1532 | 1743
CC1(/[N+]([O-])=C/c2ccccc2F)CCCCC1=O (stereo unspecified) | 1664 | 1624
CCC1C(=O)CC(c2ccccc2)NC1c1ccccc1 (stereo unspecified) | 1529 | 1567
CC(C)C(C(=O)NC1=NCCS1)c1ccc(Cl)cc1 (stereo unspecified) | 1445 | 1464
COc1ccc(C(C(=O)NC2CCCCC2)N(C(=O)c2ccccn2)c2cccnc2)cc1 (stereo unspecified) | 1482 | 1729
O=c1c2ccccc2nc2n1CCCN2 | 1613 | 1820
CCn1c(=O)cc(SCC(=O)NCCC2=CCCCC2)c2ccccc21 | 1708 | 2120
COc1nccnc1NS(=O)(=O)c1ccc(NC(=S)NC(=O)c2cccc(F)c2)cc1 | 1645 | 1677
CC(C)CC(=O)Nc1ccc([N+](=O)[O-])cc1Cl | 1594 | 1759
CCc1ccc(NC(=O)C(C)OC(=O)c2ccc(N3CCCC3)c([N+](=O)[O-])c2)cc1 (stereo unspecified) | 1568 | 1678
O=C(Cn1nnc2ccccc2c1=O)Nc1ccc(S(=O)(=O)N2CCOCC2)cc1 | 1434 | 1829
CCn1c(SCc2nc3cc(OC)c(OC)cc3c(=O)[nH]2)nc2ccccc21 | 1504 | 2003
Cc1ccc(S(=O)(=O)CCC(=O)NCCN2C(=O)S/C(=C\c3ccccc3)C2=O)cc1 | 1693 | 1797
O=C(O)CCCC(=O)Nc1ccn(-c2ccccc2)n1 | 1564 | 2120
COc1ccc(N2CCN(Cc3nc(Cc4cccc(F)c4)no3)C(C)C2)cc1 (stereo unspecified) | 1482 | 1934
CC(C)(C)C1CCc2c(C(=O)NNC(=O)/C=C/C(=O)O)csc2C1 (stereo unspecified) | 1571 | 1890
CC(C)n1nnnc1SCC(=O)N1CCOCC1 | 1672 | 1710
Cn1cnnc1SCC(=O)Nc1cccc(S(=O)(=O)N2CCCCCC2)c1 | 1658 | 1839
COc1cc(/C=N/NC(=O)c2cccc(S(=O)(=O)N3CCOCC3)c2)cc(OC)c1O | 1438 | 1710
Cc1cccc2cc(CNC3CCCC3)c(Cl)nc12 | 1746 | 1586
COC(=O)c1sccc1NC(=O)/C=C/c1ccc(Cl)cc1Cl | 1553 | 1633

Screens from PubChem BioAssay.
